M4 PAM – potentiates acetylcholine response at human M4 receptor | P08173 | activation, % at 3 µM | actives 0.4% (n = 360,000) | CHO-K1 hM4/Gqi5, Fluo-8 calcium fluorescence, ACh EC20; 0% = ACh EC20, 100% = maximal ACh;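 active = activation above its plate's cutoff, the mean activation of sample wells plus 3 SD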; note: some results filed as inactive read as strong as hits
M5 ag – agonists of human muscarinic M5 receptor (CHRM5). activation, % at 3 µM. actives 0.19% (n = 360,000). CHO-K1 hM5 cells, Fluo-8 calcium fluorescence; 0% DMSO wells, 100% maximal acetylcholine response. AID 624037. P08912;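 active = activation above the run's mean over test compounds plus 3 SD, cut at about 23% in these data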;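 note: signal is peak over basal fluorescence ratio across the kinetic read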
Target sequence (P08912 whole entry, looked up): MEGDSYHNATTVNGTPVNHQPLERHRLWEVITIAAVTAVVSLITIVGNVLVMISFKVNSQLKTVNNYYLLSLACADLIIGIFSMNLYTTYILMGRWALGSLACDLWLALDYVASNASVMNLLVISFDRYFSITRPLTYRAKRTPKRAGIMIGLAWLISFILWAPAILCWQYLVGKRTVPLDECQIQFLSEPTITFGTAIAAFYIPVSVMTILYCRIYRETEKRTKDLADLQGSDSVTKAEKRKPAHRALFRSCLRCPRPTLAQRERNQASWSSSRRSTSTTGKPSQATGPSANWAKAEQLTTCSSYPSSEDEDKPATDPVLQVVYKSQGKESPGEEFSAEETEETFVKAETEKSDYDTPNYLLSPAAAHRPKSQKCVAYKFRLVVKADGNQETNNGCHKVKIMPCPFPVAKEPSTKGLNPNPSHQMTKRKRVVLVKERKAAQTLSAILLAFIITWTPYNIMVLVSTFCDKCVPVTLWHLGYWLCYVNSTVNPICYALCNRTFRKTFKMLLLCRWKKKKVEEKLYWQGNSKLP
M4 antag – blocks acetylcholine activation of human M4 receptor. inhibition, % at 3 µM. P08173. actives 0.73% (n = 360,000). CHO-hM4 cells, ACh EC80, Fluo-8 calcium fluorescence;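 active = inhibition above its plate's cutoff, the mean inhibition of sample wells plus 3 SD, cut at about 27% in these data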;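 note: 0% = acetylcholine EC80 with DMSO and 100% = DMSO without agonist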
CRFR2-BP ag – agonists of human CRF-binding protein/CRF-R2 receptor complex. AID 588473. activation, % at 13.2 µM. actives 0.46% (n = 350,000). HEK293 CRF-R2/CRF-BP, calcium dye fluorescence (FLIPR); percent of saturating CRF peptide response;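 active = activation of at least 50%, plus an integration ratio under a set limit after plate pattern correction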;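 note: plate controls were neutral control wells without compound for no effect and CRF at EC100 for full effect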
CHRM5 antagonist – antagonists of human muscarinic M5 receptor (CHRM5); P08912; CHO-hM5 cells, Fluo-8 calcium fluorescence, ACh EC80; inhibition, % at 3 µM; actives 0.59% (n = 360,000); AID 624040;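 active = inhibition above a per-plate cutoff, the mean of that plate's test compounds plus 3 SD, cut at about 27% in these data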;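 note: 0% = acetylcholine EC80 with DMSO and 100% = DMSO without agonist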
CRFBP-R2 block – CRF-BP/CRF-R2 complex antagonism; HEK293 CRF-R2/CRF-BP, CRF-induced calcium fluorescence; inhibition, % at 11.8 µM; actives 0.59% (n = 350,000);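 active = inhibition of the ligand-induced calcium signal above about 50% at the single tested concentration, limit read from the data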
M1 PAM – human CHRM1 positive allosteric modulation; P11229; activation, % at 3 µM; AID 588819; CHO-K1 hM1, Fluo-8 calcium fluorescence, ACh EC20; 0% = ACh EC20, 100% = maximal ACh; actives 0.088% (n = 360,000); in the data active = activation above about 19%, passing the limit was not always enough
Target sequence (P11229 whole entry, looked up): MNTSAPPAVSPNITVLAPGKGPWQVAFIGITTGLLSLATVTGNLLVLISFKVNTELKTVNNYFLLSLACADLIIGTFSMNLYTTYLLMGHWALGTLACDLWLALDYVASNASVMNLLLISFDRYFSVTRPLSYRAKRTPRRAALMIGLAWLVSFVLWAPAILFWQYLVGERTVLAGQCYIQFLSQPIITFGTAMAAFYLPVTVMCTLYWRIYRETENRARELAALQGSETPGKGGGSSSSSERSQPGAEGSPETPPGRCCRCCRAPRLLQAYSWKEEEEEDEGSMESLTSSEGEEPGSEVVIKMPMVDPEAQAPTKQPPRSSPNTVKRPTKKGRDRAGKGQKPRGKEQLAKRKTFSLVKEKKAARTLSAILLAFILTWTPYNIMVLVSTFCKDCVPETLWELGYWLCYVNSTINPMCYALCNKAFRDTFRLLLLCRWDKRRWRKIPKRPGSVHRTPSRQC
M5 PAM – positive allosteric modulators of human muscarinic M5 receptor; P08912; CHO-K1 hM5, Fluo-8 calcium, ACh EC20 PAM; 0% = ACh EC20, 100% = ACh EC100; activation, % at 3 µM; actives 0.3% (n = 360,000); AID 624038;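 active = activation above the run cutoff, the mean activation of all test compounds plus 3 SD, cut at about 18% in these data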
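Assay system – human M5 receptor in CHO-K1 cells · Read-out – % activation, ACh-normalized · Technique – Fluo-8 calcium fluorescence · Dosing – single-point, 3 µM nominal · Incubation – Fluo-8 loading 80 min at 37 °C plus 30 min room temperature · Repeats – singlicate, one well per test compound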
CHRM4 agonist – agonists of human muscarinic M4 receptor (CHRM4); P08173; CHO-K1 hM4/Gqi5, Fluo-8 calcium fluorescence; vehicle 0%, full acetylcholine response 100%; activation, % at 3 µM; actives 0.14% (n = 360,000); AID 624127;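 active = activation above the run mean over all test wells plus 3 SD, cut at about 32% in these data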;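 note: peak over basal fluorescence ratio per well then scaled between controls; 0% = DMSO wells and 100% = acetylcholine at EC100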
Starred values were filed as active, the others as inactive; · = no result given.

SMILES	M4 PAM	M5 ag	M4 antag	CRFR2-BP ag	CHRM5 antagonist	CRFBP-R2 block	M1 PAM	M5 PAM	CHRM4 agonist
O=C(O)/C=C/c1ccc(S(=O)(=O)N(CCO)CCO)cc1	-1	-4	-2	4.7	0	9	11	-9	3
CC1CN(C(=S)Nc2ccccc2C(F)(F)F)CC(C)O1 (stereo not drawn)	5	-2	-7	-0.8	13	1	15	-3	1
CCOc1ccc(Cl)cc1CSc1n[nH]c(CC)n1	1	-3	-12	-4.6	-12	9	5	8	-1
COCCn1c(=S)[nH]c2cc(C(=O)NC(C)C)ccc2c1=O	-6	1	8	1.6	8	32	0	-1	0
CCn1ncc(/C=C/C(=O)NCc2cn(C)nc2C)c1C	-2	-1	7	-0.2	-6	-13	3	7	1
O=C(COC(=O)c1ccco1)Nc1cccc(S(=O)(=O)N2CCOCC2)c1	5	2	-6	0.5	-3	5	7	0	1
CCOc1cccc(-c2nc(C(N)=O)c3[nH]c(=O)n(-c4cccc(Cl)c4)c3n2)c1O	1	1	-6	2.0	1	-2	2	-1	0
O=C(O)c1ccc2c(c1)C(=O)N(c1ccc(Cl)cn1)C2=O	6	3	-2	-1.3	-3	19	16	-1	0
COc1ccc(NS(=O)(=O)c2ccc(C)c(C(=O)NNC(=O)c3ccccc3O)c2)cc1	6	-2	4	0.7	8	-16	5	-1	0
CCOc1ccc(OCC)c(NC(=O)C2COc3ccccc3O2)c1 (stereo not drawn)	3	-13	-4	-2.9	-1	1	0	-16	-1
CNC(=S)N1CCc2ccccc2C1	3	-1	-5	-3.8	-5	0	2	5	1
COc1ccc(C)cc1S(=O)(=O)N(C)CC(=O)NCc1ccccn1	-5	1	-10	0.0	-1	-2	14	3	1
CCOC(=O)c1sc2nc(CC(=O)OC)nc(NCC(=O)OC)c2c1C	-1	0	9	-1.3	0	-16	-2	3	3
Cc1cccc(C)c1NC(=O)CN(C)C(=O)c1ccc2nc[nH]c2c1	0	5	10	0.2	-5	8	-4	7	1
CC(Sc1nc(N)cc(N)n1)C(=O)Nc1ccc(N2CCOCC2)cc1 (stereo not drawn)	10	0	-15	-1.2	-2	17	4	-5	1
O=C(C1CCN(c2nnc(-n3cccc3)s2)CC1)N1CCN(c2cccc(C(F)(F)F)c2)CC1	-20	1	11	-0.2	12	-3	-22	-14	7
COc1cccc(/C=N/NC(=O)c2c(-c3ccccc3)noc2C)c1O	5	-5	10	-0.8	1	22	1	-3	4
CC1CCCC(NC(=O)CSc2nnc(-c3cccnc3)n2N)C1C (stereo not drawn)	-3	-1	6	0.1	3	3	-5	11	0
O=C(Nc1cccc2ccccc12)N1N=CCC1c1ccccc1 (stereo not drawn)	-2	-16	5	-2.3	4	-4	1	-5	-1
CCS(=O)(=O)N1CCN(C(=O)c2ccccc2[N+](=O)[O-])CC1	11	0	-6	6.2	-10	22	0	3	1
S=C(Nc1ccccc1)N1N=C(c2cccs2)CC1c1cccs1 (stereo not drawn)	-15	-2	5	1.2	9	-29	-23	-6	-1
COc1ccccc1C(CNC(=O)CNC(=O)c1ccc(C)c(C)c1)N1CCCC1 (stereo not drawn)	4	-12	-4	-1.1	12	-3	10	1	0
COc1ccc(/C=N/NS(=O)(=O)c2ccc(C)cc2)cc1OC(=O)c1ccccc1	-2	0	-8	1.1	-6	-13	2	2	0
Cc1cccc(OCC(=O)NNC(=O)c2ccc([N+](=O)[O-])cc2)c1	-4	0	-2	-1.1	7	8	4	1	1
O=C1CC(C(=O)N2CCN(Cc3ccccc3)CC2)CN1Cc1ccccc1 (stereo not drawn)	-2	-1	-1	0.1	8	4	-3	0	0
CCCN1C(=O)/C(=C/c2ccncc2)SC1=S	9	7	-7	-0.7	0	0	4	2	1
CCOC(=O)[C@H]1[C@H]2COc3ccc(OC)cc3[C@@H]2N2C(=O)c3cc(C)ccc3NC(=O)[C@@]12C	5	-9	-16	-6.0	4	2	14	2	2
Cc1ccc(CN(C(=O)Cc2cccs2)C(C(=O)NC2CCCC2)c2ccncc2)cc1 (stereo not drawn)	3	1	-8	-0.2	6	-9	-3	-8	4
Cc1ccccc1-c1nc(NC(C)C)nc2cc(-c3ccccc3)sc12	-8	1	2	·	9	·	3	-3	-1
Cc1ccc(NC(=S)NNC(=O)c2ccccc2OC(F)F)cc1	7	2	1	-1.7	4	-85	2	-2	2
O=C(CCCCn1c(=O)c2ccccc2n(CC(=O)NC2CCCC2)c1=O)NCc1ccco1	9	-9	-16	-2.3	-16	-1	8	-1	1
COc1ccc(N(C(=O)CNC(=O)c2cccs2)C(C(=O)NCC2CCCO2)c2ccc(OC)c(OC)c2)cc1 (stereo not drawn)	1	4	4	-1.6	-1	11	10	8	1
O=C(c1cccs1)N1CCN=C1SCc1ccccc1F	0	2	6	-0.6	4	-10	7	3	0
O=C(NNC(=O)c1ccccc1O)c1ccc(Cl)cc1	7	-1	4	-1.0	-6	-11	9	0	0
CC1(C)C(=O)Nc2ccccc2N1C(=O)COC(=O)c1cccnc1Cl	3	3	0	0.3	8	17	7	-2	5
O=C(NNC(=O)c1ccccc1[N+](=O)[O-])c1ccccc1[N+](=O)[O-]	11	0	3	1.9	8	-10	11	4	1
CC(=O)NC(CC(=O)NCC(=O)Nc1ccc(F)c(F)c1)c1ccccc1 (stereo not drawn)	6	1	-7	0.2	1	-3	9	3	2
CCOc1cc(/C=C2\NC(=S)N(C)C2=O)ccc1OCc1ccc(C(=O)O)cc1	-1	1	4	0.7	-1	-2	12	8	1
O=C(N/C(=C/c1ccccc1)C(=O)N1CCCCC1)c1ccco1	4	-2	1	-2.0	19	5	4	-5	2
COc1ccc(NC(=O)N(C)C[C@H]2Oc3ccc(NC(=O)Nc4c(C)noc4C)cc3C(=O)N([C@H](C)CO)C[C@H]2C)cc1	2	1	-3	0.4	4	7	-3	9	-1
CC(C)=CCC/C(C)=C/CNC(=O)C[C@H]1C[C@H](C(=O)N2CCOCC2)[C@@]2(C)c3[nH]c4ccc(Cl)cc4c3CCN2C1=O	1	0	2	-0.8	15	45	11	-6	1
CCOC(=O)c1ccc(NC(=O)CSc2nc3ncccc3[nH]2)cc1	4	4	-16	-1.3	7	-8	2	-8	5
O=C(CSc1nnc(COc2ccc(Cl)cc2)n1Cc1ccco1)c1ccccc1F	2	-6	-4	2.7	-4	-46	6	3	1
Cc1ccc(/C=N/NC(=O)c2nnn(-c3nonc3N)c2CNc2ccccc2)cc1	3	-6	2	1.5	-7	-5	2	1	2
CCCCCCn1c(N(CC)CC)nc2c1c(=O)[nH]c(=O)n2C	-3	-3	6	-1.1	-2	-16	7	-1	1
COC(=O)C(C)Oc1ccc(-c2nccc(-c3ccccn3)n2)cc1 (stereo not drawn)	-5	-5	4	0.5	9	2	-2	-4	0
CCCC(CCC(=O)Nc1cc([N+](=O)[O-])ccc1O)C(=O)O (stereo not drawn)	4	4	-4	-2.0	-15	1	8	12	1
COc1ccc(CNC(=O)COC(=O)c2cc(S(=O)(=O)N3CCOCC3)ccc2O)cc1OC	-5	5	-4	0.1	10	-2	10	2	0
CCCCCOc1ccc(C(=O)NC(C(=O)O)C(C)C)cc1 (stereo not drawn)	3	1	-1	-0.7	8	3	2	-6	0
CN(CC(=O)Nc1cccc(S(=O)(=O)NC2=NCCC2)c1)Cc1cccc(F)c1	-7	0	11	2.6	7	-7	3	-4	2
COC(=O)C1=C(C)NC(=O)CC1c1ccccc1 (stereo not drawn)	4	1	5	-0.7	-2	3	1	2	0
COc1ccc(C)cc1S(=O)(=O)N1CCC(C)CC1	-3	-3	8	-3.1	0	8	7	1	-1
COc1ccc(-c2nnc(SCC(=O)Nc3cccc(Cl)c3)o2)cc1	7	2	-7	0.5	-5	-1	17	1	1
Cc1nc(N2CCCC2)c2nnn(Cc3ccccc3Cl)c2n1	8	1	-1	-3.6	2	33	4	0	0
CCOC(=O)CNC(=O)CSc1nnc(COc2ccc(Cl)cc2)n1CC	-3	-4	-1	1.2	-7	3	5	1	1
CCN(Cc1ccccc1)C(=O)CSc1ncn[nH]1	-4	-1	1	-0.2	12	3	-3	1	1
OC[C@@H]1[C@@H](c2ccc(F)cc2)C(c2ccccc2)=NN1c1ccccc1	-8	-1	-9	-0.4	10	5	4	-9	3
CCN(CC)C(=O)c1ccc(Nc2nnc(C)c3ccccc23)cc1	-3	3	-2	-0.2	-2	-5	2	-4	1
O=C(COC(=O)Cc1ccc(S(=O)(=O)N2CCOCC2)s1)NCCc1ccccc1	-1	2	3	1.2	2	25	0	3	7
COc1ccc(N2CCN(C(C)C(=O)N3CC(C)OC(C)C3)CC2)cc1 (stereo not drawn)	1	-2	-1	-5.7	6	-4	14	6	1
Going on with the list:
SMILES	M4 PAM	M5 ag	M4 antag	CRFR2-BP ag	CHRM5 antagonist	CRFBP-R2 block	M1 PAM	M5 PAM	CHRM4 agonist
O=c1[nH]c2cc3c(cc2cc1C(c1nnnn1C1CCCCC1)N1CCSCC1)OCCO3 (stereo not drawn)	8	0	-18	54*	0	-80	-1	-3	0
O=C(OCc1nnc(-c2ccccc2)o1)C1CC(=O)N(Cc2ccco2)C1 (stereo not drawn)	-2	-1	-4	2.6	2	2	5	3	0
CC(C)(C)c1cc(CN2CCOCC2)c(C(=O)O)o1	7	-6	1	-0.4	-13	5	4	15	1
CCCCC(=O)Nc1nnc(S(=O)(=O)N(CC)c2ccccc2)s1	-4	-3	5	1.8	4	0	7	0	1
CCOc1ccc2oc(C(=O)N(Cc3nnc(-c4ccccc4Cl)o3)C3CC3)c(C)c2c1	0	-1	-1	0.8	5	-4	7	-4	4
Cc1ccc(C)c(S(=O)(=O)NCCN2CCOCC2)c1	-2	-2	5	0.4	3	5	3	0	1
CCOC(=O)Cc1csc(NS(=O)(=O)Cc2ccccc2)n1	1	-1	8	-0.2	2	14	0	-2	0
CCOC(=O)c1cccc(NC(=O)CNS(=O)(=O)c2cccs2)c1	-7	0	4	-1.2	2	-3	2	-9	2
COc1ccc(Cl)cc1NC(=S)NN1CCOCC1	11	-11	-8	-0.2	6	0	7	0	2
c1ccc2c(c1)[nH]c1nc3nncn3nc12	0	2	-1	-1.6	0	-1	11	3	0
c1ccc(-c2ccc(-c3[nH]ncc3CN3CCC(N4CCSCC4)CC3)cc2)cc1	-6	-2	1	-0.6	-4	-3	1	-1	2

Random draw from the library. Share with any hit: about 2.6%.
